# Coupling enz: counter-screen for Giardia aldolase inhibitors: coupling enzyme system | hit rate 0.67% among 290,000 | AID 2472 | activity change, negative = inhibition, % at 58.2 µM, hits read low | coupling enzyme system counterscreen, AmpLite Red fluorescence; in the data active = activity change below about -30%; also: % is scaled to controls: 0 for no effect and ±100 for the full control effect
#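 Fluorescence at 525 nm excitation and 598 nm emission measured inhibition of the coupled detection system without aldolase. Compounds (at 57.5 uM final) were preincubated 10 min at room temperature with coupling enzyme reagent before a 20 min substrate/AmpLite Red step.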
# KCNH2 3.1 inh: inhibitors of human KCNH2 3.1 potassium channel isoform | AID 720553 | hit rate 0.95% among 340,000 | U2OS KCNH2 3.1, thallium flux FluxOr; hits give low values | activity change, % (tested at about 1.8 µM);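 active = maximum activity change below -70%; inconclusive = maximum activity change from -70% to -50%; inactive = maximum activity change above -50%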;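 also: thallium influx rate constant from kinetic fluorescence after stimulation buffer; % is scaled to controls: 0 for no effect and ±100 for the full control effect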
#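 U2OS cells transduced with KCNH2 3.1 mutant virus (1.77 x 10^8 /mL, 4 h), plated overnight at 37 C, loaded 45 min with FluxOr dye plus Red40 quencher. Thallium flux rate constant from kinetic reads after stimulation buffer, normalised to controls.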
# GALK inhibitor: galactokinase (human) inhibition | Potency, µM (series often up to 57.5 µM), inactives show at the highest dose activity change, negative = inhibition, hits mostly inhibitors | hit rate 0.007% among 270,000 | Purified GALK, Kinase-Glo residual ATP luminescence; also: potency is read from the fitted curve at half-maximal effect; % is scaled to controls: 0 for no effect and ±100 for the full control effect
#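 Compounds were pin-transferred into ATP buffer (35 uM final), then GALK plus galactose (5 nM, 100 uM final) was added. After 1 h at room temperature, Kinase-Glo Plus was added and luminescence read after 10 min.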
# CXXC DNA block: blocks binding of human MLL CXXC domain to DNA; Q03164; hit rate 0.037% among 290,000; AID 2662; MLL-CXXC / FITC-HOXA9 DNA fluorescence polarization; Potency, µM (series often up to 115 µM), inactives show at the top dose activity change, negative = inhibition, hits mostly inhibitors; active = well fitted inhibition curve with a large enough effect in the polarisation, with a control signal flat, not every such curve was filed as active; inconclusive = small, poorly fitted or top-dose-only effect, or effect the other way, or a change in a side signal; inactive = no such curve, though single readings can be large or run the other way; the % refers to the polarisation; also: potency is read from the fitted curve at half-maximal effect
#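 Purified MLL-CXXC (added from a 7 uM solution) was preincubated 5 min at ambient with pinned compounds in 50 mM Tris-HCl pH 7.5, 50 mM NaCl, 1 mM DTT, 0.05% BSA. Fluorescein-labeled HOX-A9 DNA (50 nM solution) followed, 30 min, then polarization read.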
# TRPV1 ag: activates the human vanilloid receptor TRPV1. activation, % at 8.33 µM. hit rate 0.19% among 320,000. AID 540275. TRPV1-expressing cells, Fluo-8 calcium influx, agonist mode; in the data active = activation above about 80%; inconclusive = between about 30% and that limit; also: 0% is about no effect
# Target sequence (Q8NER1 whole entry, looked up): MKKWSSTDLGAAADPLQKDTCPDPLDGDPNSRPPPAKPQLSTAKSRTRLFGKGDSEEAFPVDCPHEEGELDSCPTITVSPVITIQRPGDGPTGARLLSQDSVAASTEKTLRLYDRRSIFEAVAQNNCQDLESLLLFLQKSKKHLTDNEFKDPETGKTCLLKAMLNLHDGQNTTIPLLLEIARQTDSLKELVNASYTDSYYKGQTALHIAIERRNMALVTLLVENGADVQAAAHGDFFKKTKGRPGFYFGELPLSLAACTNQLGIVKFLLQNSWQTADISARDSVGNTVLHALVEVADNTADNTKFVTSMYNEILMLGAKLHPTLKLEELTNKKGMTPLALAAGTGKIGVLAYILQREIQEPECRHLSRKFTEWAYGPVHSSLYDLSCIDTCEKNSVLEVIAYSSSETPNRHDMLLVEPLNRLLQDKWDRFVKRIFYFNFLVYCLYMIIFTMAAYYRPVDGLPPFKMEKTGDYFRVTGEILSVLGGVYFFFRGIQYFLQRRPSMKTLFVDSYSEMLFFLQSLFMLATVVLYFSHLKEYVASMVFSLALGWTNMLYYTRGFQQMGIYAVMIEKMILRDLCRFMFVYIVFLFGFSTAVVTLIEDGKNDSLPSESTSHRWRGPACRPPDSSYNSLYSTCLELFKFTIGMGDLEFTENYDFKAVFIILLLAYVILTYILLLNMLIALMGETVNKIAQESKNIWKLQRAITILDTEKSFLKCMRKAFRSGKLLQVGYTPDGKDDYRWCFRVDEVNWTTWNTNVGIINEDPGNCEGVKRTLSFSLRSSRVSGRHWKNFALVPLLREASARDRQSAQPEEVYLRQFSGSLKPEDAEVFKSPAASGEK
#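 Fluo-8 calcium influx in TRPV1-expressing cells, kinetic read (ex 480/em 520 nm). Compound added and read 3 min for agonist activity, followed by capsaicin at EC20 final and 2 min further read for enhancement.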
# a7 integrin act: integrin-mediated muscular dystrophy alleviation activation. alpha7betagal myoblasts, beta-gal FDG fluorescence, 48 h. hit rate 0.064% among 350,000. AID 624291. Potency, µM (doses to about 38.3 µM), for inactives: at the highest dose activation, actives largely listed as activators;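 also: potency is read from the fitted curve at half-maximal effect; 100% = response of the positive control SU9516; nearly all actives have a fitted effect of over 60% in size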
#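 alpha7betagal+/- myoblasts (passage 13, 250/well) treated 48 h at 37C with compounds at 1:260 dilution of DMSO stock. Lysed, then beta-galactosidase activity read as FDG fluorescence (ex 480/em 540) after 30 min, with pre-read for autofluorescence.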
# hERG WT inh: KCNH2 (human, wildtype) channel inhibition; AID 720551; Q12809; hit rate 0.37% among 340,000; activity change, % at 1.84 µM; U2OS, BacMam KCNH2, thallium flux FluxOr; hits give low values;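 active = maximum activity change below -70%; inconclusive = maximum activity change between -70% and -50%; inactive = maximum activity change above -50%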; also: % is scaled to controls: 0 for no effect and ±100 for the full control effect
#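 U2OS cells transduced with wild-type KCNH2 virus are loaded with FluxOr dye for 45 min, and thallium flux is measured in kinetic reads before and after stimulation buffer. Rate constants are normalized to DMSO controls.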
# AT treatment: potential ataxia-telangiectasia treatment | […] A-T fibroblasts, KAP-1 phosphorylation AlphaLISA; neocarzinostatin DNA damage 30 min before lysis | Potency, µM (top dose mostly 57.5 µM), inactives show at the top dose activation, actives largely listed as activators | hit rate 0.19% among 320,000 | AID 485349; also: potency is read from the fitted curve at half-maximal effect; % of control where 0% means no effect; nearly all actives have a fitted effect of over 45% in size
#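 hTERT-immortalized A-T patient fibroblasts ([…]), 500 cells/well in OPTI-MEM, 1% FBS, got compounds for 60 min, then NCS for 30 min at 37C. Lysates were then assayed for phospho-KAP-1 by AlphaLISA (anti-pKAP1 donor, anti-KAP1 acceptor beads), 6 hr at 25C.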
# MBNL1 CUG block: MBNL1-poly(CUG) RNA binding inhibition. Q9NR56. TR-FRET MBNL1-His/biotin-(CUG)12 binding, 665/545 ratio. Potency, µM (doses to about 57.5 µM), for the others: at the top dose activity change, negative = inhibition, hits mostly inhibitors. hit rate 0.036% among 280,000; active = well fitted inhibition curve with a large enough effect in the signal ratio, with a control signal flat, not every such curve was filed as active; inconclusive = small, poorly fitted or top-dose-only effect, or effect the other way, or a change in a side signal; inactive = no such curve, though single readings can be large or run the other way; the % refers to the signal ratio; also: potency is read from the fitted curve at half-maximal effect; % is scaled to controls: 0 for no effect and ±100 for the full control effect
#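 TR-FRET between His-tagged MBNL1 and biotin-(CUG)12 RNA, detected with Tb anti-His antibody (0.055 ng/ul) and streptavidin-XL665 (5 nM), 60 min at room temperature. Compounds titrated 92 nM to 58 uM; 665/545 nm ratio normalized to buffer and complex controls.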
# ASM inhibitor: blocks human secretory acid sphingomyelinase | P17405 | placental ASM, HMU-PC fluorogenic substrate, 60 min | Potency, µM (series often up to 57.5 µM), for inactives: top-dose activity change, negative = inhibition, hits mostly inhibitors | hit rate 0.006% among 340,000 | AID 504937; also: potency is read from the fitted curve at half-maximal effect
#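 Fluorogenic HMU-PC substrate (9 uM final) is turned over by placental ASM in 60 min at 37 C after a 10 min compound preincubation. Reaction ended by alkaline stop (pH 10), with fluorescence read at 386/447 nm.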
# An asterisk follows results filed as active; i = inactive; ? = inconclusive; · = not tested or not shown; [ ] = another dose, or the depositor's remark. Unless noted, calls follow the shape of the dose curve; as a rule, active = well fitted curve in the direction sought with a large enough effect; inconclusive = small, poorly fitted or top-dose-only effect, or another doubt; inactive = no such curve, though single readings can be large; an effect the other way counts as inactive or inconclusive.
SMILES,Coupling enz,KCNH2 3.1 inh,GALK inhibitor,CXXC DNA block,TRPV1 ag,a7 integrin act,hERG WT inh,AT treatment,MBNL1 CUG block,ASM inhibitor
Cc1noc(C)c1S(=O)(=O)N1CCC(C(=O)NCCC2=CCCCC2)CC1,-0.9,0.4,-2.1%,7.2%,3.8,-0.4%,-0.8,0.8%,-4.1%,1.9%
O=C(O)c1ccc(N(c2ccccc2)c2ccccc2)cc1,10.2,3.3,-1.9%,6.8%,2.1,?,-0.2,·,15.6%,-7.2%
O=C(NCc1ccc(C(F)(F)F)cc1)c1ccc2c(c1)S(=O)(=O)c1ccccc1C2=O,·,7.6,·,·,·,22.4%,6.1,·,·,-7.5%
CCN1C(=O)c2ccccc2S(=O)c2ccc(C(=O)NCc3ccc(OC)cc3)cc21 (configuration not stated),·,-7.9,4.1%,-4.7%,?,-6.6%,9.9,5.2%,-0.7%,-5.4%
C=CCNc1ccc(C(=O)O)cc1,-2.0,6.4,0.5%,1.8%,4.1,-28.0%,-3.9,-12.5%,·,4.7%
COC(=O)c1c(C)oc2ccc(OC(=O)c3cccs3)cc12,2.0,-9.1,-1.4%,23.9%,-0.1,32.3%,7.2,22.6%,-5.6%,-9.6%
CCC(=O)N(Cc1ccco1)c1nc(-c2cc(OC)ccc2OC)cs1,0.7,4.6,-4.5%,9.9%,2.3,-3.0%,2.5,4.5%,16.9%,-12.8%
Cc1ccccc1NS(=O)(=O)c1cc2c3c(c1)CC(=O)N3CCC2,·,-3.5,-0.4%,6.5%,1.6,-20.5%,-6.4,11.3%,1.4%,-1.8%
O=C1CN(C(=O)c2cc([N+](=O)[O-])ccc2Cl)C(c2ccc(F)cc2)c2cc(F)ccc2N1 (configuration not stated),-4.6,-8.2,0.9%,-0.8%,21.7,13.5%,6.0,-2.5%,·,-3.2%
CC(Oc1ccccc1)C(=O)OCC(=O)NC(=O)NC1CCCCC1 (configuration not stated),·,1.4,·,·,1.7,-10.9%,-3.8,15.3%,·,-3.0%
C#CC(C)(O)C1CC(CC(=O)O)C1(C)C (configuration not stated),·,-22.4,·,·,·,8.2%,-0.2,·,·,-2.4%
O=C1CCC(c2ccccc2)=NN1,-1.6,1.6,0.0%,2.7%,-5.6,7.9%,15.5,4.8%,-6.5%,0.2%
CCOc1ccc(-n2nc3cc(C)c(N)cc3n2)cc1,-4.3,-29.3,4.2%,-0.6%,-5.2,0.0%,0.3,8.1%,24.4%,i
COC(=O)c1ccc(C2/C(=C(/O)c3ccc(OC)cc3)C(=O)C(=O)N2Cc2ccco2)cc1 (configuration not stated),-1.0,·,-1.7%,12.2%,4.3,-14.0%,·,·,9.4%,-2.3%
Cc1cccc(NS(=O)(=O)c2ccc3nc(-c4ccccc4)[nH]c3c2)c1C,1.7,11.1,-3.4%,14.5%,5.1,-21.2%,-5.5,0.2%,·,1.6%
C#CCOCCOCCOCCNc1nc(N2CCN(C(=O)[C@H]([C@@H](C)CC)n3cc(CCC(=O)O)nn3)CC2)nc(N2CCN(C(=O)[C@H](C)n3cc(CCCN=C(N)N)nn3)CC2)n1,-2.2,-21.9,·,-0.2%,-1.8,14.3%,-4.3,8.4%,0.5%,4.4%
O=C(Cn1c(=O)n(CCC(=O)N2CCc3ccccc3C2)c(=O)c2ccccc21)NCC1CCCO1 (configuration not stated),-0.5,6.1,1.3%,0.0%,0.0,-11.1%,4.9,-10.6%,1.6%,0.0%
COCCOC(=O)C1=C(N)Oc2c(oc(CO)cc2=O)C1c1ccccc1F (configuration not stated),-3.2,13.7,0.3%,8.5%,-1.8,-15.3%,3.5,12.3%,-0.5%,1.6%
COc1ccc(/C(=N/Nc2ncnc3ccccc23)C(=O)O)cc1,2.7,8.0,-1.9%,47.1%[activator],?,5.4%,-7.6,2.0%,5.0%,-23.4%
NNC(=O)c1ccc(CN2C(=O)c3cccc4cccc2c34)cc1,-4.3,?,-2.3%,17.4%,11.8,-16.6%,15.1,3.9%,31.6%[activator],75.3%[activator]

# 5 entries from above in another layout.
Structure	Coupling enz	KCNH2 3.1 inh	GALK inhibitor	CXXC DNA block	TRPV1 ag	a7 integrin act	hERG WT inh	AT treatment	MBNL1 CUG block	ASM inhibitor
Cc1cccc(NS(=O)(=O)c2ccc3nc(-c4ccccc4)[nH]c3c2)c1C	1.7	11.1	-3.4%	14.5%	5.1	-21.2%	-5.5	0.2%	·	1.6%
C#CCOCCOCCOCCNc1nc(N2CCN(C(=O)[C@H]([C@@H](C)CC)n3cc(CCC(=O)O)nn3)CC2)nc(N2CCN(C(=O)[C@H](C)n3cc(CCCN=C(N)N)nn3)CC2)n1	-2.2	-21.9	·	-0.2%	-1.8	14.3%	-4.3	8.4%	0.5%	4.4%
O=C(Cn1c(=O)n(CCC(=O)N2CCc3ccccc3C2)c(=O)c2ccccc21)NCC1CCCO1 (configuration not stated)	-0.5	6.1	1.3%	0.0%	0.0	-11.1%	4.9	-10.6%	1.6%	0.0%
COCCOC(=O)C1=C(N)Oc2c(oc(CO)cc2=O)C1c1ccccc1F (configuration not stated)	-3.2	13.7	0.3%	8.5%	-1.8	-15.3%	3.5	12.3%	-0.5%	1.6%
COc1ccc(/C(=N/Nc2ncnc3ccccc23)C(=O)O)cc1	2.7	8.0	-1.9%	47.1%[activator]	?	5.4%	-7.6	2.0%	5.0%	-23.4%

# Additional records:
SMILES,Coupling enz,KCNH2 3.1 inh,GALK inhibitor,CXXC DNA block,TRPV1 ag,a7 integrin act,hERG WT inh,AT treatment,MBNL1 CUG block,ASM inhibitor
COc1cc(/C=C2\C(=O)N(CCC#N)N=C2C)c(Br)cc1OC(C)C,-8.0,4.0,-2.7%,-7.0%,1.6,-46.5%,-0.9,-1.8%,-6.9%,-0.7%
COc1ccc(S(=O)(=O)N(CC(=O)NCc2cccnc2)c2ccc(F)cc2)cc1OC,0.7,·,3.6%,15.8%,-2.1,·,·,7.7%,-12.9%,·
CC(=O)Nc1c2c(nn1-c1ccc(F)cc1)CSC2,-0.5,-6.6,-0.2%,11.0%,-0.1,-10.3%,8.3,2.3%,-1.0%,-1.7%
CCOc1ccc(-c2ccc(SCC(=O)Nc3nnc(C)s3)nn2)cc1,2.6,2.1,0.2%,3.9%,-3.5,2.8%,-4.1,5.8%,4.9%,-0.4%
CCn1c(=O)c(CCC(=O)N2CCOCC2)c(C)c2c(C)nn(-c3ccccc3)c21,·,-7.1,-3.3%,12.0%,?,1.5%,-21.4,7.9%,-2.4%,-9.1%
COc1ccc(/C(C)=N/NC(=O)CNC(=O)c2cccnc2)cc1,-3.7,9.0,-3.8%,-7.3%,-6.2,-5.5%,1.2,36.8%,3.3%,-2.4%
COc1ccc(C(C)C)cc1S(=O)(=O)Nc1ccc(Cl)cn1,-1.2,3.8,-2.8%,18.7%,-3.5,16.2%,1.9,-3.7%,-3.2%,-3.1%
Cc1nnc2ccc(N3CCC4(CC3)OCCO4)nn12,-1.5,-13.0,0.4%,1.1%,0.9,13.1%,-1.8,-4.6%,7.8%,1.3%
COc1ccc(N2C(=O)CCC2(C#N)c2ccc(OC)cc2)cc1 (configuration not stated),4.3,6.3,-0.2%,-14.3%,-2.7,3.9%,-0.9,5.9%,-2.7%,?
CC(O)(CS(=O)(=O)Cc1ccccc1)C(=O)Nc1ccc(C(F)(F)F)cc1 (configuration not stated),-2.4,8.8,3.6%,-1.5%,3.3,3.5%,-18.0,6.7%,-8.8%,1.7%
Cc1nc(SCc2ccccc2F)c2cnn(-c3ccccc3)c2n1,-1.2,·,9.1%,-2.6%,-0.4,·,·,1.8%,?,·
N#Cc1ccc(OCC(=O)N/N=C2\CCc3ccccc32)cc1,0.1,15.2,-0.1%,4.0%,7.1,-13.3%,6.5,0.5%,-9.4%,-1.7%
CCNC(=S)N1CCN(CC)CC1,3.5,27.3,-0.5%,-3.6%,2.5,6.5%,1.8,11.2%,-5.5%,1.3%
CCCCn1c(=NC(=O)c2cccnc2)c(C(=O)OCC)cc2c(=O)n3ccccc3nc21,1.9,8.7,-0.3%,9.2%,-1.2,8.3%,7.1,1.3%,?,314.3%[activator]
c1n[nH]c(NCc2ccc3c(c2)OCO3)n1,-0.5,-7.1,4.6%,8.7%,0.0,5.4%,2.8,0.4%,-3.0%,0.7%
CCOc1ccc(S(=O)(=O)N2CCCC(C(=O)NC3CCCC3)C2)cc1 (configuration not stated),1.3,-9.1,4.4%,-12.8%,9.6,29.1%,2.0,14.4%,-4.7%,-0.6%

# Screens from PubChem BioAssay.
